Bioassay records as filed in PubChem BioAssay.
M1AAP inhibition: P. falciparum M1AAP inhibitors, biochemical, fluorogenic H-Leu-NHMec substrate, 1536-well (AID 1445); recombinant M1AAP, H-Leu-NHMec fluorogenic kinetic assay; higher % means a stronger effect; one-dose inhibition, % at 30 µM; IC50 in µM for titrated hits; actives 0.42% (n = 220,000);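 active = primary inhibition above the hit cutoff, then over 50% inhibition at one or more dose response concentrations, cut at about 23% in these data, passing the limit was not always enough; inconclusive = conflicting primary data, or primary hits not chosen for dose response; inactive = low primary inhibition, or under 50% at every dose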;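 also: plate controls were DMSO full reaction for no effect and no enzyme background for full effect; strong numbers were not always called active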
PMI inhibition: MPI inhibition at elevated mannose 6-phosphate – biochemical, fluorescence intensity, high mannose 6-phosphate, primary screen (AID 1220) | recombinant PMI enzyme, coupled fluorescence intensity; higher % means a stronger effect | inhibition, % at 20 µM; hits with a dose series show IC50 in µM | actives 0.66% (n = 190,000)
XIAP antagonists: small molecules displacing peptide from XIAP – biochemical, IAP family, fluorescence polarization (AID 1018). XIAP BIR domain, fluorescence polarization peptide displacement; higher % means a stronger effect. displacement, % at 20 µM, or IC50 in µM where a hit was titrated. actives 0.007% (n = 200,000); in the data active = displacement above about 50%; also: a part of the inactive calls stands beside numbers as strong as those of hits
LYP phosphatase: PTPN22 lymphoid phosphatase activity blockers – biochemical, fluorescence intensity, uHTS (AID 1779). recombinant LYP phosphatase, fluorescence intensity; higher % means a stronger effect. inhibition, % at 11.5 µM; hits with a dose series show IC50 in µM. actives 0.054% (n = 290,000);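 also: plate controls were vehicle with enzyme for no effect and no enzyme for full effect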
Yfh1-depleted yeast: enhancers of respiration in Yfh1-depleted yeast, dose response, Friedreich's ataxia, plus single-dose screen (AID 1465). fold induction at 50 µM; hits with a dose series show EC50 in µM. S. cerevisiae Yfh1-off respiration, WST-1 reduction, 72 h; higher fold induction means a stronger effect. actives 0.074% (n = 220,000);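 active = fold induction of absorbance versus untreated yeast above a set limit, then at least 30% activation at any dose in follow-up; inconclusive = repeats straddling the limit, or above it without dose testing; inactive = fold induction below the set limit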;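 also: activators that raise dye reduction in frataxin-depleted yeast; strong numbers were not always called active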
PMI inhibitors: inhibitors of human PMI, primary screen, biochemical, fluorescence intensity, coupled assay (AID 1209). one-dose inhibition, % at 20 µM; IC50 in µM for titrated hits. actives 0.42% (n = 190,000). purified PMI enzyme, coupled fluorescence intensity; higher % means a stronger effect;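 also: plate controls were DMSO vehicle for no effect and wells lacking substrate for full effect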
TNAP activation fold: human TNAP enzyme activators, primary screen, biochemical, luminescent, no phosphate acceptor, uHTS (AID 1001). purified TNAP, luminescent activation assay, no phosphate acceptor; higher activation fold means a stronger effect. activation fold at 20 µM, or EC50 in µM where a hit was titrated. actives 0.03% (n = 200,000); in the data active = activation fold from about 3, or a potency from the dose series; inactive = the rest, 99 in 100 with activation fold below about 1.6; also: many of its hits are not listed in these tables
M17LAP inhibition: P. falciparum M17LAP inhibitors, primary screen, biochemical, fluorogenic H-Leu-NHMec substrate, 1536-well (AID 1619). recombinant M17LAP, H-Leu-NHMec fluorogenic kinetic assay; higher % means a stronger effect. inhibition, % at 30 µM, or IC50 in µM where a hit was titrated. actives 0.38% (n = 220,000);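 active = compound inhibiting the enzyme by more than half at any dose during confirmatory dose-response retesting; inconclusive = strong single-dose inhibitors picked by rank but not retested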;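 also: plate controls were full reaction with DMSO carrier for no effect and no enzyme background for full effect; strong numbers were not always called active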
WT yeast gro inh: growth inhibition of WT yeast, mitochondrial fusion screen; mitochondrial fusion phenotypic screen, WT strain; inhibition, % at 10 µM; actives 2.1% (n = 190,000); AID 1362; in the data active = inhibition above about 58%; tested in S. cerevisiae
WT yeast gro inh mutant strain: second read-out of WT yeast gro inh, no call of its own (marks repeat the call); inhibition, %; mitochondrial fusion phenotypic screen, mutant strain inhibition
* marks the source's active call; other numbers are inactive results; i = inactive; ? = inconclusive; · = not tested or not shown. Rule as the data show it, unless noted: active = inhibition above about 50%; inactive = the rest.

item | structure | M1AAP inhibition | PMI inhibition | XIAP antagonists | LYP phosphatase | Yfh1-depleted yeast | PMI inhibitors | TNAP activation fold | M17LAP inhibition | WT yeast gro inh | WT yeast gro inh mutant strain
1 | Cc1ccc(C)c(S(=O)(=O)N2CCCOC2CNC(=O)C(=O)NCc2ccco2)c1 (stereo not given) | 3% | 2% | -1.3% | -10% | i | 5% | 1.1 | 7% | -2 | -3
2 | CCCCn1c(=NC(=O)c2ccc3c(c2)OCO3)c(C#N)cc2c(=O)n3cccc(C)c3nc21 | 3% | 5% | -7.8% | -2% | i | -1% | 1 | -13% | 28 | 17
3 | O=C(CCS(=O)(=O)c1cc(Br)cc2c1N(C(=O)C1CC1)CC2)NCC1CCCO1 (stereo not given) | -2% | 6% | -5.7% | -1% | i | 14% | 1 | -7% | 12 | 26
4 | Cc1ccc(CCN2CC(C(=O)NCCCOC(C)C)CC2=O)cc1 (stereo not given) | -1% | -5% | -4.5% | -3% | i | -4% | 1.1 | 2% | 11 | 8
5 | Cc1ccc([N+](=O)[O-])cc1NC(=O)c1ccoc1C | 9% | -1% | -4.4% | 0% | i | -6% | 1.1 | 12% | -9 | 3
6 | COc1ccc(Br)cc1CNC(=O)CCCc1cn(C)c2ccccc12 | -4% | 10% | -3.9% | -2% | · | 13% | 1.2 | -6% | 7 | 4
7 | O=C(O)CCn1c(CO)nc2ccccc21 | -10% | 10% | 12% | -7% | i | 12% | 1.1 | -9% | 1 | 3
8 | O=c1[nH]c2ccccc2nc1/C=C/c1ccc(Cl)cc1 | 6% | -5% | -7.3% | -1% | i | -26% | 1 | -17% | -2 | 6
9 | CCCn1c(CCC(=O)O)nc2cc(S(=O)(=O)N3CCCC3)ccc21 | -1% | · | · | -10% | i | · | · | 8% | · | ·
10 | Cc1noc(C)c1COC(=O)c1cc(C)n(-c2ccccc2)c1C | 16% | 17% | -5.4% | 6% | i | 14% | 1.1 | 6% | 25 | 10
11 | COc1cccc(N2CC(C(=O)Nc3nnc(SCC(=O)Nc4cc(C)on4)s3)CC2=O)c1 (stereo not given) | 10% | -16% | -6.4% | -13% | i | -21% | 1.1 | 1% | -4 | 3
12 | C=CCNC(=O)/C(C#N)=C/c1ccccc1OCc1ccc(C(=O)OC)cc1 | 3% | 10% | -2.1% | 6% | i | 5% | 1.1 | 6% | -8 | 9
13 | CN1C(=O)C(O)(CC(=O)/C=C\c2ccc3c(c2)OCO3)c2ccccc21 (stereo not given) | 13% | 14% | 2.1% | 0% | i | 13% | 1 | 31% | 4 | -11
14 | CCSc1nnc(NC(=O)c2nc(-c3ccccc3)n(-c3ccccc3)n2)s1 | 1% | -11% | -8.0% | -5% | i | -4% | 1.1 | 4% | 11 | 10
15 | COCCn1c(=NC(=O)c2cccs2)sc2cc(NC(C)=O)ccc21 | 0% | 3% | -7.7% | -6% | i | 7% | 1.1 | -5% | -7 | -4
16 | Cc1nc(=S)n(-c2ccccc2)[nH]1 | 0% | 15% | -3.4% | 2% | i | 17% | 1.1 | 8% | 9 | 9
17 | Cc1cc(C)cc(NC(=O)CCNS(=O)(=O)c2ccc3c(c2)oc(=O)n3C)c1 | -1% | -3% | -5.1% | -3% | i | 0% | 1.1 | 9% | -14 | -3
18 | O=C(CCn1c(=O)sc2ccccc21)Nc1ccon1 | 4% | -18% | -3.5% | 0% | i | -18% | 1.1 | -2% | -7 | 4
19 | O=C(c1ccc(Cn2cc([N+](=O)[O-])cn2)o1)N1N=C(C(F)F)CC1(O)C(F)F (stereo not given) | 6% | -11% | -6.8% | 2% | i | -10% | 1 | -13% | 22 | -51
20 | Cn1cnc([N+](=O)[O-])c1Sc1ccc(Br)cc1 | 5% | 10% | -3.6% | -6% | i | 0% | 1.1 | 0% | -10 | -19
21 | COc1ccc2[nH]cc(C(=O)CN3CCN(C(=O)c4ccco4)CC3)c2c1 | 2% | 1% | -13% | -5% | i | 1% | 1.1 | 14% | 6 | -2
22 | CCN(CC)C(=O)CSc1nnc(-c2cccnc2)n1CCc1ccccc1 | -5% | -8% | -0.6% | -5% | i | -4% | 1.1 | 0% | -3 | 10
23 | CC(=O)N/C(=C/c1ccc(OS(=O)(=O)c2ccc(C)cc2)cc1)C(=O)NCCCO | 9% | · | · | -2% | i | · | · | 4% | · | ·
24 | CCCCC#Cc1cncc(C(=O)NN)c1 | -2% | · | · | -5% | i | · | · | -3% | · | ·
25 | C/C(=N\NC(=O)c1cc(-c2cccs2)nc2ccccc12)c1ccccn1 | -14% | -26% | -3.4% | -1% | i | -13% | 1.3 | -6% | 38 | 40
26 | O=C(COc1ccc(Br)cc1)N(Cc1ccccc1)c1ccccn1 | 3% | 21% | 1.8% | -4% | i | 5% | 1.1 | -1% | 13 | -4
27 | FC(F)Oc1ccccc1NC(=S)NCc1ccco1 | 1% | 8% | -7.8% | 0% | i | 6% | 1.1 | -5% | 3 | -8
28 | Cc1ccc(CC(=O)c2ccc(Cl)cc2)cc1 | 4% | · | · | -1% | i | · | · | -4% | · | ·
29 | Cc1cc(N2CCCC2)ccc1/C=C1/C(=O)N(C)C(=S)N1C | 6% | 33% | -9.5% | 4% | i | 17% | 0.7 | 1% | 11 | 12
30 | Cn1ccnc1SCC(=O)Nc1cccc([N+](=O)[O-])c1 | 2% | -6% | -4.3% | -4% | i | -1% | 1.1 | -5% | 2 | -13
31 | CCn1c(SCC(=O)c2ccc(C)cc2)nnc1-c1ccncc1 | 0% | -16% | -6.0% | -3% | i | -8% | 1.1 | 3% | -4 | 0
32 | Cc1ccc2[nH]c(=O)cc(C(=O)OCC(=O)c3ccccc3)c2c1 | 7% | 11% | -7.6% | 71%* | i | 11% | 1 | 2% | 7 | -6
33 | COCCn1c(SCC(=O)c2ccc3c(c2)OCCO3)nnc1-c1ccco1 | -3% | 6% | -1.2% | -7% | i | 12% | 1.1 | 6% | -11 | -4
34 | CC1CCN(C(=O)c2[nH]cnc2C(=O)N[C@@H](C)C(=O)OC(C)(C)C)CC1 | 5% | · | · | -6% | i | · | · | -10% | · | ·
35 | CCCCNC(=O)c1onc(CSc2ccc(F)cc2)c1C(=O)NCCCC | 9% | · | · | 0% | i | · | · | -8% | · | ·
36 | COc1ccc(F)cc1S(=O)(=O)NC1CCCCCC1 | 4% | 9% | -5.6% | 1% | · | 18% | 1.1 | 1% | -5 | 3
37 | Cc1onc(-c2ccccc2)c1C(=O)N1CCN(C(=O)c2ccco2)CC1 | 10% | 2% | -1.9% | 0% | i | 4% | 1.2 | -9% | 0 | -26
38 | COCCCNC(=S)Nc1ccc2nc3n(c(=O)c2c1)CCCCC3 | 4% | -2% | -2.3% | -5% | i | 0% | 1 | 3% | 4 | 8
39 | CC(=O)c1ccc(Sc2ccccc2)cc1 | 2% | 16% | -2.6% | 2% | i | 15% | 1.1 | -6% | 10 | 14
40 | Cc1ccc(=O)n(C(C(=O)NCc2ccco2)C(=O)c2ccc(F)cc2)c1 (stereo not given) | 3% | 5% | -5.0% | -1% | i | 16% | 1.1 | -7% | 9 | -3
41 | Cc1cc2oc(=O)cc(CN3CCc4ccccc43)c2cc1Cl | 9% | -15% | -18% | 3% | i | -7% | 1.1 | 4% | 52 | 45
42 | O=C(C1CCCCC1)N1CCC(c2nc3c(nnn3Cc3c(F)cccc3Cl)c(=O)[nH]2)CC1 | 4% | 6% | -6.6% | 12% | i | -6% | 1 | 9% | -8 | 11
43 | CCOC(=O)Cc1nc2nc(C)cc(C)n2n1 | 1% | 3% | -0.4% | -8% | i | 6% | 1 | -2% | -3 | 13
44 | COC(=O)c1c(-c2cccc(OC)c2)csc1N | 9% | 26% | -17% | 1% | i | 30% | 1.1 | 32% | 2 | -4
45 | O=C(COc1nsnc1N1CCOCC1)N/N=C/c1ccccc1O | 14% | -27% | -8.3% | 3% | i | -17% | 1.7 | -13% | -12 | -1
46 | c1ccc(Cn2c(-c3ccccc3)c[n+]3c2SCCC3)cc1 | 8% | · | · | 2% | i | · | · | -6% | · | ·
47 | Cc1nnc(SCc2nc3sc4c(c3c(=O)[nH]2)CCCC4)[nH]c1=O | 1% | 17% | -8.7% | -3% | i | 15% | 1.1 | 5% | -12 | 9
48 | O=C(NC1CCCCC1)C(c1ccc2ncccc2c1)N(Cc1ccc2c(c1)OCO2)C(=O)c1cccs1 (stereo not given) | 3% | 10% | 0.0% | 0% | i | 17% | 1 | -4% | 21 | 4
49 | CC/C(O)=C1\C(=O)CC(c2ccccc2)CC1=NCCc1c(C)[nH]c2ccc(C)cc12 (stereo not given) | 5% | 3% | -2.4% | 5% | i | 6% | 1.1 | -7% | 18 | -4
50 | Cn1c(CNC(=O)c2ccc(F)cc2)nc2ccccc21 | -1% | 3% | -5.9% | -3% | i | 4% | 1.1 | -5% | 12 | 10

Remaining list, next part
item | structure | M1AAP inhibition | PMI inhibition | XIAP antagonists | LYP phosphatase | Yfh1-depleted yeast | PMI inhibitors | TNAP activation fold | M17LAP inhibition | WT yeast gro inh | WT yeast gro inh mutant strain
51 | Cc1cccc(N2CCN(C(=O)C3(S(=O)(=O)c4ccc(Cl)cc4)CC3)CC2)c1C | 5% | -1% | -4.2% | 3% | i | 2% | 0.9 | -8% | 40 | 42
52 | c1ccc2c(c1)CCCN2Cc1nnnn1C1CCCC1 | 10% | 4% | -1.8% | -10% | i | 2% | 1.1 | 0% | -6 | -12
53 | CCOC(=O)N1CCN(C(=S)Nc2cccc(C)c2)CC1 | -2% | 2% | -2.5% | -8% | i | 5% | 1.1 | -9% | -1 | 9
54 | CCCNc1nc2c(c(=O)n(C)c(=O)n2C)n1Cc1ccc(F)cc1 | 0% | 20% | -6.7% | 0% | i | 16% | 1.1 | -4% | 6 | -1
55 | CC(Oc1cccc2cccnc12)C(=O)N/N=C/c1ccccc1 (stereo not given) | 8% | 3% | -6.3% | 2% | i | 0% | 1.1 | 1% | -8 | -2
56 | COc1ccc(C(=O)Cc2cc(OC)c(OC)cc2[N+](=O)[O-])c(OC)c1 | -1% | 3% | -1.1% | -4% | i | -4% | 1.1 | 9% | 8 | 11
57 | CC(=O)c1cc2c(cc1NC(=O)CSc1nc3ccccc3o1)OCO2 | -6% | 6% | -3.1% | -5% | ? | 10% | 1.1 | 1% | -5 | -40
58 | Cc1cccc(CCNC(=O)C2CCC(CNS(=O)(=O)c3cccs3)CC2)c1 (stereo not given) | -5% | -10% | -1.9% | -7% | i | -12% | 1 | -6% | -2 | -3

Some of these compounds in order of length of the SMILES, rising.
item | structure | M1AAP inhibition | PMI inhibition | XIAP antagonists | LYP phosphatase | Yfh1-depleted yeast | PMI inhibitors | TNAP activation fold | M17LAP inhibition | WT yeast gro inh | WT yeast gro inh mutant strain
53 | CCOC(=O)N1CCN(C(=S)Nc2cccc(C)c2)CC1 | -2% | 2% | -2.5% | -8% | i | 5% | 1.1 | -9% | -1 | 9
54 | CCCNc1nc2c(c(=O)n(C)c(=O)n2C)n1Cc1ccc(F)cc1 | 0% | 20% | -6.7% | 0% | i | 16% | 1.1 | -4% | 6 | -1
58 | Cc1cccc(CCNC(=O)C2CCC(CNS(=O)(=O)c3cccs3)CC2)c1 (stereo not given) | -5% | -10% | -1.9% | -7% | i | -12% | 1 | -6% | -2 | -3
